High-throughput results: PubChem, The Scripps Research Institute Molecular Screening Center
OXTR potentiator = potentiators of human oxytocin receptor | P30559 | CHO-OTR cells, Fluo-8 calcium fluorescence, potentiator mode; 0% = oxytocin EC15, 100% = EC100 | activation, % at 3 µM | 0.061% of 320,000 active | AID 2445;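 active = activation above that plate's cutoff, the mean activation of tested compounds plus 3 SD, cut at about 6.6% in these data, passing the limit was not always enough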;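 note: 100% uses oxytocin at 75 nM as the full agonist control; some results filed as inactive read as strong as hits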
Target sequence (P30559 whole entry, looked up): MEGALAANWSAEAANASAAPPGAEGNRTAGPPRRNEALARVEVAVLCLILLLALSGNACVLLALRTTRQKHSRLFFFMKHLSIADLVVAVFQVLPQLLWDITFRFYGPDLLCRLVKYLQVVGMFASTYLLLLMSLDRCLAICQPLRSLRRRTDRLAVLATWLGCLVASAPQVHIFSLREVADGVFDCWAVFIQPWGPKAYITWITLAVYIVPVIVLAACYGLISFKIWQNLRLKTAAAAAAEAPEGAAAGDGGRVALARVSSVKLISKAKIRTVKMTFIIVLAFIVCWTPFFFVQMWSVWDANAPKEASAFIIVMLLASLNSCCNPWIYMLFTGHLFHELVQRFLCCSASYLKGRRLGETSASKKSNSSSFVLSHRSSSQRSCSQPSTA
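Assay system: CHO cell line stably expressing human OTR. Reagent: EC15 oxytocin agonist. Dosing: single dose, 3.0 µM nominal final compound concentration. Timing: compound 6 min at room temperature before oxytocin, 100 s read. Signal: kinetic Fluo-8 calcium fluorescence. Controls: oxytocin EC15 low and EC100 high.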
CHRM1 agonist = activates human CHRM1 receptor; activation, % at 3 µM; P11229; 0.33% of 360,000 active; CHO-K1 hM1, Fluo-8 calcium fluorescence, agonist mode; 0% DMSO, 100% acetylcholine EC100;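 active = activation above the run's mean compound activation plus 3 SD, cut at about 16% in these data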;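 note: peak over basal fluorescence ratio within a 140 s kinetic read after compound addition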
Target sequence (P11229 whole entry, looked up): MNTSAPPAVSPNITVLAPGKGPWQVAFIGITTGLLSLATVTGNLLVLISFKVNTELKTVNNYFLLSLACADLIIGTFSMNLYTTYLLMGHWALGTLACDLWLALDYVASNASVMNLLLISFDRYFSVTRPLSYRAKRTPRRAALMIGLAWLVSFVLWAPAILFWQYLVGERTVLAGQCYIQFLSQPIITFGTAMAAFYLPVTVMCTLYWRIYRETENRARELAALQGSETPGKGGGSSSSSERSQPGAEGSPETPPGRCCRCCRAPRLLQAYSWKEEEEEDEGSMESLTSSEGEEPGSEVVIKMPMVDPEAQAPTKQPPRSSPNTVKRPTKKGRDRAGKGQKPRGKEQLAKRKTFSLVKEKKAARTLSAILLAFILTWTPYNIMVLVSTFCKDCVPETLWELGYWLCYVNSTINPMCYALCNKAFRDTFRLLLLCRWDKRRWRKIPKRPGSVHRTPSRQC
TAAR1 antag = antagonists of human TAAR1; inhibition, % at 3 µM; Q96RJ0; CHO RD-HGA16 TAAR1, Fluo-8 calcium fluorescence, antagonist; 1.5% of 360,000 active; AID 624466;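 active = inhibition above a per-plate cutoff, the mean inhibition of test compounds on that plate plus 3 SD, cut at about 49% in these data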;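 note: 0% = DMSO plus EC80 beta-PEA response and 100% = DMSO alone without agonist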
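System: RD-HGA16 CHO cells with stable hTAAR1 and Gα16 | Probe or stimulus: EC80 β-phenethylamine stimulus | Dosing: 3 µM, single point | Times: Dye loading 75 min at 37 °C, then 30 min room temperature | Measured by: Fluo-8 calcium-sensitive fluorescence | Read-out basis: % inhibition of agonist calcium response | Replicates: n of 1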
CHO-K1 Ca antag = nonselective inhibitor or artifact in parental CHO-K1 cells | ATP-induced calcium, Fluo-8 fluorescence | 0.6% of 360,000 active | inhibition, % at 3 µM | AID 602250;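 active = inhibition above a per-plate cutoff, the plate's mean sample inhibition plus 3 SD, cut at about 24% in these data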;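 note: 0% = DMSO plus EC80 ATP and 100% = DMSO alone without ATP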
TAAR1 agonist = agonists of human TAAR1; Q96RJ0; CHO RD-HGA16 TAAR1, Fluo-8 calcium fluorescence; vehicle wells 0%, saturating PEA agonist 100%; activation, % at 3 µM; 0.99% of 360,000 active; AID 624467;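 active = activation above the mean activation of all test compounds in the run plus 3 SD, cut at about 38% in these data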
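System: CHO-derived RD-HGA16 cells with stable Gα16 and human TAAR1. Times: 17-24 h plating, Fluo-8 75 min 37 °C, 30 min RT. Measured by: calcium-sensitive Fluo-8 signal, excitation 470-495, emission 515-575 nm. Read-out basis: % activation relative to PEA EC100 response. Control set: DMSO and PEA EC100. Repeats: no replicates (n 1).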
M1 PAM parental = nonselective activator or artifact in parental CHO-K1 calcium assay; ATP EC20, Fluo-8 calcium fluorescence; 0% at ATP EC20, 100% at ATP max; activation, % at 3 µM; 0.02% of 360,000 active;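 active = activation above the run cutoff, the mean activation of all test compounds plus 3 SD, cut at about 40% in these data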;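 note: peak over basal fluorescence ratio in a 140 s read after ATP addition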
CHO parental Ca = counter-screen: ATP calcium response change in parental CHO cells | parental CHO-K1, ATP-induced calcium, Fluo-8 fluorescence | inhibition, % at 5.6 µM | 0.63% of 330,000 active | AID 463079;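 active = inhibition above that plate's mean sample inhibition plus 3 SD, cut at about 26% in these data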;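 note: 0% = ATP-challenged DMSO wells and 100% = DMSO wells without ATP; some compounds past the cut are filed as inactive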
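Assay system – parental CHO cells · Reagent – ATP stimulus · Detection – intracellular calcium via Fluo-8 no-wash fluorescent dye · Evaluation – percent inhibition of ATP-evoked calcium rise, normalized to controls · Controls – ATP wells versus no-ATP DMSO wells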
V1R ag counter = counter-screen for oxytocin receptor agonists: human V1a receptor agonists. P37288. AID 2797. CHO-V1R cells, Fluo-8 calcium fluorescence, agonist mode; 0% DMSO, 100% 3 nM vasopressin. 0.25% of 320,000 active. activation, % at 3 µM;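 active = activation above the mean activation of all tested compounds plus 3 SD, per screening run, cut at about 20% in these data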;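 note: signal is peak over basal fluorescence ratio across a 100 second FLIPR read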
CHO-K1 Ca ag = M1 agonist counterscreen hit in parental CHO-K1 cells | Fluo-8 calcium fluorescence; scaled to maximal ATP response, vehicle zero | activation, % at 3 µM | 0.48% of 360,000 active; in the data active = activation above about 15%;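 note: untransfected CHO-K1 host cells lacking M1 receptor as counterscreen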
* marks the source's active call; other numbers are inactive results; . = no result given.

SMILES	OXTR potentiator	CHRM1 agonist	TAAR1 antag	CHO-K1 Ca antag	TAAR1 agonist	M1 PAM parental	CHO parental Ca	V1R ag counter	CHO-K1 Ca ag
Cc1cc(-c2ccccc2)c2c3c(cn2n1)c(=O)n(C)c(=O)n3C	-6	-4	-9	-15	1	17	7	-0.4	0.2
O=C1c2ccccc2-c2cccnc21	-4	-3	-19	3	2	-1	-4	-0.3	0.1
Cc1cc(NC(=O)c2ccc(F)cc2F)n(-c2nc3ccccc3[nH]2)n1	-5	-5	.	-14	.	26	-3	0.2	0.3
COCCCNC(=O)CCc1c(C)c2cc3c(C)coc3cc2oc1=O	-21	-1	-9	-2	6	2	-8	7.8	9.8
O=C(Cc1ccccc1)NCC(=O)OCc1ccc([N+](=O)[O-])cc1	-9	-5	18	17	1	-13	7	0.4	-0.3
COc1cccc2cc(-c3ccnc(N)n3)oc12	-18	-5	-13	-4	-1	13	8	-1.4	0.4
COc1ccc(OC)c(CN2CCN(C(=O)CNC(=O)c3cc(C)cc(C)c3)CC2)c1	0	-7	-13	-15	-1	3	-17	-0.3	-1.0
CC(c1ccccc1)N1C(=O)/C(=C/c2ccncc2)SC1=S (stereo unspecified)	-11	4	-31	-5	3	1	20	6.9	3.9
O=C1c2cccc3c(Nc4ccccc4Cl)c([N+](=O)[O-])cc(c23)C(=O)N1CCO	-20	-1	17	-4	17	5	-9	-0.8	0.0
O=C(NC(=S)NC1C2CC3CC(C2)CC1C3)c1ccccc1 (stereo unspecified)	-8	0	-47	-14	8	-4	-20	0.6	1.2
Cc1cc2ccccc2n1CCNC(=O)C(C)Oc1ccccc1 (stereo unspecified)	-2	-1	0	-11	0	26	-11	0.6	2.8
CC(=O)c1sc(Nc2nc(C)cc(C)n2)nc1C	1	-3	.	-2	.	14	-16	-0.8	-0.3
COc1cccc(NC(=O)c2cc3ccccc3oc2=O)c1	-7	-2	-15	-3	0	-3	-2	-0.3	-0.6
CCCN(CCC)C(=O)Nc1ccc(F)cc1F	-4	-2	-1	-10	1	22	15	-1.2	0.4
COc1cccc(OCC(=O)NNC(=O)C(=O)N2CCCC2)c1	1	-3	-10	-11	2	19	9	1.1	0.5
Cc1ccc(C2=C(O)C(=O)C(c3ccc(C)cc3)=C(O)C2=O)cc1	.	-3	-4	-19	-1	-12	.	.	-0.1
O=C1OC2(O)C3C4C=CC(C4)C3C(=O)N2c2ccccc21 (stereo unspecified)	-2	-2	-5	-2	7	1	-3	-0.6	0.4
Clc1ncccc1-c1nnn(-c2ccccc2)n1	2	-6	1	-3	7	0	-16	-0.2	-0.3
COc1ccccc1NC(=O)Oc1ccc(C(C)=O)cc1	-5	-4	-6	1	6	1	-6	0.0	-0.4
O=C(CCSc1ccccc1)N1CCN(c2ccccc2F)CC1	-6	-5	-6	17	2	-12	-21	-0.3	-0.2
CCC(=O)Nc1ccc(C(=O)N/N=C/c2c(C)[nH]c3ccccc23)cc1	-7	-3	8	0	12	4	-22	-1.2	0.4
CCOc1ccc(N=C(NC#N)SCC)cc1	3	-6	4	3	6	9	6	-0.4	-0.3
O=C(COc1ccc([N+](=O)[O-])cc1)NCc1ccccc1	-11	-1	-1	-4	3	11	-6	-1.1	-0.1
Cc1cccc(NC(=O)C2CCCN2C(=O)NC2CCCCC2)c1 (stereo unspecified)	-2	-10	12	-12	6	12	-21	0.2	0.6
C=C(C)Cn1cnc2cc(C)c(C)cc21	-19	-3	-12	-11	1	7	-17	1.6	-0.2
CC1(C)CCCN(C(=O)c2coc(=O)c(Br)c2)C1	.	-4	76*	0	79*	12	.	.	0.4
CC(=O)Nc1c(C(=O)O)[nH]c2ccccc12	-12	-1	2	-7	1	14	-9	0.1	0.5
COc1ccc(Cl)cc1C(=O)N/N=C/c1ccc(N2CCOCC2)cc1	-9	-2	10	-16	7	11	0	0.1	0.5
O=C(Nc1nnc(C2CC2)s1)c1ccccn1	-5	-4	-4	-5	1	10	-15	0.1	0.4
CC(/C=C/c1ccco1)=N/NC(=O)OC(C)(C)C	-2	-5	15	-6	3	14	1	1.1	0.7
CCOc1ccc(/C(CCC(=O)O)=N/NC(=O)c2cccc(S(=O)(=O)Nc3ccccc3OC)c2)cc1	-6	-2	20	-15	0	4	-17	0.9	0.1
O=C(Nc1ncccc1Cl)C(Sc1ccccc1)c1ccccc1 (stereo unspecified)	7	-7	-8	-1	1	15	-26	-1.5	0.7
CN(CC(=O)Nc1ccc(Cl)c(C(F)(F)F)c1)C(=O)CC1Sc2ccccc2NC1=O (stereo unspecified)	-10	0	-3	5	9	-1	2	15	5.4
Nc1nc(N)c(N=Nc2ccccc2)c(=O)[nH]1	.	0	-22	-16	4	15	.	.	2.2
CCCCCNC(=O)C1CC(=O)OC12CCCCC2 (stereo unspecified)	0	-7	4	3	8	8	-13	0.7	-0.1
CCOP(=O)(c1ccc(N(C)C)cc1)C(O)c1cccnc1 (stereo unspecified)	0	-2	-17	-2	1	10	-15	-0.8	7.4
CN(C)c1ccc(CNc2ccc3c(c2)ncn3C(C)(C)C)cc1	-15	-11	-7	-7	2	-12	-2	2.1	0.8
Cc1cc(C)c(NC(=O)CN2C(=O)NC(CCc3ccccc3)C2=O)c(C)c1 (stereo unspecified)	-9	-4	-15	-23	0	3	-19	-0.5	-0.6
CC(=O)NS(=O)(=O)c1ccc(N=NN2CCOCC2)cc1	-7	-4	-23	-12	3	23	1	0.6	0.5
C=CCNC(=O)COC(=O)c1ccc(Sc2nncn2C)c([N+](=O)[O-])c1	-3	-3	15	-11	-1	15	5	-0.5	0.2
Cc1c(C)[n+](=O)c(-c2cccs2)c(C)n1[O-]	-13	-2	9	-13	0	15	0	0.4	0.1
Cc1cc(C)c(S(=O)(=O)N2CCCOC2CNC(=O)C(=O)NCc2ccco2)c(C)c1 (stereo unspecified)	1	-2	-2	-5	1	14	-11	0.8	-0.1
Cc1cccc(C(=O)N2CCc3c([nH]c4ccccc34)C2CC(C)C)n1 (stereo unspecified)	0	-7	11	6	8	21	-29	-0.6	16*
O=Cc1cn(CCC(=O)O)nc1-c1cccc(Br)c1	1	-2	9	-6	4	5	8	-0.7	0.5
CC(O)/C=C/c1cccc[n+]1C (stereo unspecified)	1	-4	-25	-7	0	23	-6	1.0	0.8
CC(=O)C1CCC2C3CCC4=CC(=O)CC[C@]4(C)[C@@]3(F)C(O)C[C@]12C (stereo partly specified)	-15	-2	1	-9	2	7	9	3.6	1.6
CCn1c(C)nc2cc(C(=O)NNS(=O)(=O)c3c(C)c(C)cc(C)c3C)ccc21	2	-7	-3	0	10	14	-7	0.8	1.4
O=C(COc1ccc(Br)cc1)N(Cc1nnc(-c2ccccc2Cl)o1)C1CC1	.	-5	22	-6	3	7	.	.	4.7
Cc1ccc(Cn2c(SCC(C)C)nc3c2c(=O)n(C)c(=O)n3C)cc1	-4	-6	36	12	32	-2	-31	-0.8	-0.3
c1ccc2c(c1)Cc1ccccc1O2	0	-5	-25	4	-1	0	-8	0.5	0.0
CC1C(=O)N2CCCc3cc(NS(=O)(=O)c4ccccc4)cc1c32 (stereo unspecified)	-10	-3	2	-9	0	12	-29	-1.4	1.2
CN(Cc1cnn(-c2ccc(F)cc2)c1)C(=O)[C@H]1O[C@@H](n2ccc(=O)[nH]c2=O)[C@H](O)[C@@H]1O	.	-1	-11	22	1	-5	.	.	-0.2
Cc1ccc2[nH]c(=O)c(-c3nc4cc(C)ccn4c3NCc3ccco3)cc2c1	-14	-6	.	-9	.	24	-20	-1.0	0.7
CC(C)C[C@H]1CNC(=S)N1CC1CCCN1C[C@H](Cc1ccc(O)cc1)N1C[C@H](Cc2ccccc2)N(CC2CCCCC2)C1=S (stereo partly specified)	.	-4	-10	-17	0	24	.	.	0.0
CCOC(=O)C(NC(C)=O)C(O)c1ccc([N+](=O)[O-])cc1 (stereo unspecified)	-13	-8	2	-3	16	24	-11	1.8	0.9
Cc1ccc(NC(=O)NCCN2CCN(c3ccccc3)CC2)cc1Cl	-18	-1	40	4	22	-2	9	1.3	3.0
O=C(Nc1cccnc1)c1cccc(S(=O)(=O)Nc2cccc(Cl)c2)c1	-10	1	33	-6	15	-4	2	9.4	7.2
NC(Cc1c[nH]c2ccccc12)C(=O)Nc1ccccc1 (stereo unspecified)	-5	-1	-8	11	6	-12	4	2.2	0.6
O=C(COC(=O)C1=COCCO1)Nc1ccc(F)cc1	-3	0	-24	5	2	-25	1	0.6	0.1
Cc1ccc(C2NC(=S)N3C(c4ccc(C)cc4)NC(=S)N23)cc1 (stereo unspecified)	.	0	-22	-4	9	-8	.	.	-0.2

Some of these compounds in order of number of heavy atoms, low to high:
SMILES	OXTR potentiator	CHRM1 agonist	TAAR1 antag	CHO-K1 Ca antag	TAAR1 agonist	M1 PAM parental	CHO parental Ca	V1R ag counter	CHO-K1 Ca ag
O=C1c2ccccc2-c2cccnc21	-4	-3	-19	3	2	-1	-4	-0.3	0.1
Nc1nc(N)c(N=Nc2ccccc2)c(=O)[nH]1	.	0	-22	-16	4	15	.	.	2.2
Clc1ncccc1-c1nnn(-c2ccccc2)n1	2	-6	1	-3	7	0	-16	-0.2	-0.3

Following part:
SMILES	OXTR potentiator	CHRM1 agonist	TAAR1 antag	CHO-K1 Ca antag	TAAR1 agonist	M1 PAM parental	CHO parental Ca	V1R ag counter	CHO-K1 Ca ag
CC(=O)NC12CC3CC(C1)CC(C(=O)Nc1nc4c(C)cccc4s1)(C3)C2	-5	-1	-12	1	3	16	-7	1.5	1.6
CC(=O)c1ccc(Nc2nc(-c3sc(C)nc3C)cs2)cc1	.	-4	7	-6	1	5	.	.	2.2
CCc1noc(C)c1C(=O)NCCN1C(=O)S/C(=C\c2ccc(OC)cc2)C1=O	-17	-1	8	5	3	-3	23	7.8	14
CCCCNC(=O)c1ccc2nc(CC)c(N(CC)CCN(C)C)n2c1	.	-4	-17	8	0	2	.	.	-0.1

Some of these compounds in order of the TAAR1 agonist value, lowest first:
mol,OXTR potentiator,CHRM1 agonist,TAAR1 antag,TAAR1 agonist
CCCCNC(=O)c1ccc2nc(CC)c(N(CC)CCN(C)C)n2c1,.,-4,-17,0
CC(=O)c1ccc(Nc2nc(-c3sc(C)nc3C)cs2)cc1,.,-4,7,1
CC(=O)NC12CC3CC(C1)CC(C(=O)Nc1nc4c(C)cccc4s1)(C3)C2,-5,-1,-12,3
